Tcruzi prolif: T. cruzi intracellular proliferation inhibitors, primary screen, cell-based, beta-gal Tulahuen parasites, NIH3T3 host, luminescence. actives 5.9% (n = 77,000). T. cruzi beta-gal in NIH3T3, GalScreen luminescence, 90 h. inhibition, % at 8.34 µM. AID 624255, 2012;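 active means mean inhibition above about 93%, with at least 55% of replicates each passing it, limit read from the data, passing the limit was not always enough; inconclusive means only one of those two conditions holds; inactive means neither condition holds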
GASC1 inh: inhibitors of GASC-1 (KDM4C) histone demethylase, primary screen, biochemical, single concentration HTS. Lysine-specific demethylase 4C (Homo sapiens), Q9H3R0. GST-KDM4C 2-372, H3K9me3 peptide, LANCE TR-FRET. inhibition, % at 12.5 µM. actives 0.15% (n = 96,000). AID 720574, 2013;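 active means mean replicate inhibition above about 25%, with at least 55% of replicates also reaching it, limit read from the data, passing the limit was not always enough; inconclusive means only one of those two conditions met; inactive means neither condition met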
Target sequence (Q9H3R0 2-372 limits assumed): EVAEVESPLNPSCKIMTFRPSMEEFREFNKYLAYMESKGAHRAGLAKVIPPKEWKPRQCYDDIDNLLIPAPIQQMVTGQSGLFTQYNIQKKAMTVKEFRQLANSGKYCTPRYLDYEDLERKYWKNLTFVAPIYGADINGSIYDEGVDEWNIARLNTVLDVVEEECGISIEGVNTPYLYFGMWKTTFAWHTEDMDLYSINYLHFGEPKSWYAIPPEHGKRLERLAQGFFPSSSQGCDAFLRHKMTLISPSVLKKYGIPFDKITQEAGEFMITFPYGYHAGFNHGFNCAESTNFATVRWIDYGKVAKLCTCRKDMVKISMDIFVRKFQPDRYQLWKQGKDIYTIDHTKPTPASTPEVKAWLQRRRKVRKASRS
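reagent = H3K9me3 peptide substrate, Fe(II), 2-oxoglutarate | system = GST-tagged GASC-1 (JMJD2C) catalytic fragment, aa 2-372 | amount = enzyme final amount 10 nM | read-out = Fall in 671/618 emission ratio as inhibition | medium = HEPES buffer, pH 7.5, plus ascorbate | schedule = 30 min reaction, 60 min detection, RT | measured by = LANCE TR-FRET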
C diff growth: C. difficile growth inhibitors, primary screen, HTS. Clostridium difficile clinical isolate growth, OD600, 24 h; hits give low values. growth activity, negative = inhibition, % at 16 µg/mL (by protocol). actives 0.25% (n = 86,000);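 active means mean growth activity at or below -80% and every replicate also at or below -80%; inconclusive means mean at or below -80% but some replicate above -80%; inactive means mean growth activity above -80%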;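 further: 0% = DMSO wells and -100% = levofloxacin 16 µg/mL wells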
Pf Dd2 growth: P. falciparum Dd2 growth inhibitors, primary screen, SYBR Green fluorescence, single dose replicates. actives 2.3% (n = 94,000). AID 1159554, 2015. 72 h; hits give low values. activity change, % at 10 µM; in the data active means activity change below about -80%; inconclusive means no clear call, values can overlap the other calls
The depositor's hits bear a star; ? = inconclusive; / = no result given; & = joins results of further samples. No enrichment for hits; 7.3% or so of the library scored in one or more.

entry	canonical_smiles	Tcruzi prolif	GASC1 inh
1	CN(C)CC#Cc1ccc([C@H]2[C@H]3CN(C(=O)c4ccc(F)cc4)CC(=O)N3[C@H]2CO)cc1	/	1.1
2	C/C=C/c1cnc2c(c1)C(=O)N([C@H](C)CO)C[C@@H](C)[C@@H](CN(C)C(=O)Nc1cccc(OC)c1)O2	51	-1.6
3	Cn1cnc(S(=O)(=O)N2C[C@H](O)COC[C@@H]3O[C@@H](CC(=O)NCc4ccc(F)cc4)CC[C@H]32)c1	19	1.7
4	C[C@@H]1CCCCO[C@H](CN(C)Cc2ccc3c(c2)OCO3)[C@H](C)CN([C@@H](C)CO)C(=O)c2cc(NS(C)(=O)=O)ccc2O1	86	13
5	Cc1ccc(S(=O)(=O)Nc2ccc3c(c2)CC(=O)N([C@H](C)CO)C[C@H](C)[C@@H](CN(C)C(=O)NC2CCCCC2)O3)cc1	16	0.8
6	CO[C@@H]1CN(C)C(=O)c2cc(NC(=O)C3CCC3)ccc2OC[C@@H](C)N(C(=O)Nc2ccc(C(F)(F)F)cc2)C[C@H]1C	27	-1.8
7	COc1ccc2c3c(n(C)c2c1)[C@H](CO)N(C)CC31CCN(S(=O)(=O)c2cccs2)CC1	/	-0.3
8	N#C[C@@H]1[C@@H](c2ccc(C#Cc3ccccc3F)cc2)[C@H](CO)N1C(=O)C1CCCCC1	87	-7.5
9	COc1ccc(NC(=O)Nc2ccc3c(c2)CC(=O)N([C@H](C)CO)C[C@H](C)[C@H](CN(C)S(=O)(=O)c2ccc(F)cc2)O3)cc1	19	0.3
10	CNC[C@H]1Oc2ccc(NS(=O)(=O)c3cccs3)cc2CC(=O)N([C@H](C)CO)C[C@@H]1C	12	-0.7

entry	C diff growth	Pf Dd2 growth
1	-6	32
2	29	21
3	/	5
4	-2	-12
5	-3	4
6	/	/
7	0	-47
8	3	-69
9	-5	9
10	1	8

A draw from above in order of formula weight, smallest number first:
entry	canonical_smiles	Tcruzi prolif	GASC1 inh
3	Cn1cnc(S(=O)(=O)N2C[C@H](O)COC[C@@H]3O[C@@H](CC(=O)NCc4ccc(F)cc4)CC[C@H]32)c1	19	1.7
6	CO[C@@H]1CN(C)C(=O)c2cc(NC(=O)C3CCC3)ccc2OC[C@@H](C)N(C(=O)Nc2ccc(C(F)(F)F)cc2)C[C@H]1C	27	-1.8
5	Cc1ccc(S(=O)(=O)Nc2ccc3c(c2)CC(=O)N([C@H](C)CO)C[C@H](C)[C@@H](CN(C)C(=O)NC2CCCCC2)O3)cc1	16	0.8

entry	C diff growth	Pf Dd2 growth
3	/	5
6	/	/
5	-3	4

More entries follow.
entry	canonical_smiles	Tcruzi prolif	GASC1 inh
11	CN1C(=O)c2cc(NC(=O)C3CCOCC3)ccc2OC[C@@H]2O[C@@H](CC(=O)O)CC[C@H]21	-12	1.3
12	Cc1noc(C)c1NC(=O)NCC[C@H]1CC[C@@H](NC(=O)Nc2cccc(F)c2)[C@H](CO)O1	8	-0.2
13	O=C(NCCc1ccncc1)[C@H]1[C@H](CO)[C@H]2Cn3c(ccc(-c4ccccc4)c3=O)[C@H]2N1C(=O)C1CC1	-47	-1.4
14	Cn1cnc(CCNC(=O)C[C@H]2CC[C@H]3[C@@H](COC[C@@H](O)CN3C(=O)Nc3ccc(C(F)(F)F)cc3)O2)c1	28	-5.1
15	CN(C)CC(=O)Nc1ccc2c(c1)[C@H]1C[C@H](CC(=O)NCc3ccccn3)O[C@@H](CO)[C@H]1O2	/	-0.8
16	CC(C)C#Cc1ccc2c(c1)O[C@@H](CN(C)C(=O)C1CCCCC1)[C@H](C)CN([C@H](C)CO)S2(=O)=O	104*	-0.5
17	C[C@@H]1CN([C@H](C)CO)C(=O)c2cc(NC(=O)Nc3cccc4ccccc34)ccc2O[C@H]1CN(C)Cc1ccc(C(=O)Nc2ccccc2N)cc1	56	-1.9
18	O=C(C[C@@H]1C=C[C@@H](NC(=O)c2cccc(F)c2)[C@@H](CO)O1)NCc1ccc(Oc2ccccc2)cc1	/	2.1
19	O=C(C1CCCCC1)N1[C@@H]2CNc3ccccc3[C@@H]2[C@@H]1CO	0	0.8
20	C[C@@H]1CCCCO[C@@H](CN(C)C(=O)Nc2ccc(F)cc2)[C@H](C)CN([C@@H](C)CO)C(=O)c2cc(NC(=O)c3ccccc3)ccc2O1	57	-0.6

entry	C diff growth	Pf Dd2 growth
11	-2	-2
12	3	5
13	17	/
14	26&-6	-14
15	4	18
16	43	-83*
17	/	-29
18	-2	3
19	9	9
20	2	-40

Later entries
entry	canonical_smiles	Tcruzi prolif	GASC1 inh
21	COc1ccc(S(=O)(=O)N(C)C[C@@H]2OCCCC[C@H](C)Oc3ccc(NC(=O)Nc4c(C)noc4C)cc3C(=O)N([C@@H](C)CO)C[C@H]2C)cc1	-1	1.8
22	C[C@@H]1CN([C@H](C)CO)C(=O)c2cc(NC(=O)C3CCCCC3)ccc2O[C@@H](C)CCCCO[C@@H]1CN(C)S(=O)(=O)c1ccc(Cl)cc1	102*	0.1
23	C[C@@H]1CN([C@@H](C)CO)C(=O)c2cc(-c3cccnc3)cnc2O[C@@H]1CN(C)C(=O)NC1CCCC1	19	-0.6
24	O=C(C[C@@H]1CC[C@H](NC(=O)Nc2ccc3c(c2)OCO3)[C@@H](CO)O1)NCCCN1CCOCC1	-48	-0.3
25	Cc1noc(C)c1S(=O)(=O)Nc1ccc2c(c1)C(=O)N([C@@H](C)CO)C[C@H](C)[C@@H](CN(C)Cc1ccc(Cl)c(Cl)c1)OCCCC[C@H](C)O2	/	0.7
26	CN(C)C(=O)c1cccc(-c2ccc([C@@H]3[C@@H](CO)N(C(=O)C4CCCCC4)[C@H]3C#N)cc2)c1	0	-0.9
27	COCC(=O)Nc1ccc2c(c1)C(=O)N(C)[C@H]1CC[C@H](CC(=O)NCC(F)(F)F)O[C@@H]1CO2	14	1.1
28	C[C@H](CO)N1C[C@H](C)[C@H](CN(C)C(=O)c2cc(Cl)cc(Cl)c2)OCc2ccccc2-c2ccccc2C1=O	/	-0.4
29	C[C@H]1CCCCO[C@@H](CN(C)C(=O)CCCN(C)C)[C@@H](C)CN([C@@H](C)CO)C(=O)c2cc(NC(=O)CCC(F)(F)F)ccc2O1	19	4.0
30	O=C(Cc1ccccn1)NCC[C@H]1CC[C@H](NS(=O)(=O)c2ccc(Cl)cc2)[C@H](CO)O1	38	1.0

entry	C diff growth	Pf Dd2 growth
21	4	-78
22	5	-86*
23	6	15
24	-3	11
25	-9	-10
26	5	-21
27	-9	5
28	-8	-63
29	-10	41
30	1	-7

More compounds
entry	canonical_smiles	Tcruzi prolif	GASC1 inh
31	OC[C@@H]1[C@H](c2ccc(-c3cccnc3)cc2)[C@H]2CN(Cc3ccccn3)CCCCN12	109*	1.7
32	C[C@@H]1CN([C@@H](C)CO)C(=O)c2cc(C#Cc3ccccc3F)cnc2O[C@H]1CN(C)C(=O)C1CCOCC1	50	/
33	C[C@H]1CN([C@@H](C)CO)C(=O)c2cccc(NS(=O)(=O)c3ccc(F)cc3)c2O[C@H]1CN(C)C(=O)Nc1ccc(C(F)(F)F)cc1	49	-0.9
34	C[C@@H]1CN([C@H](C)CO)C(=O)c2cc(/C=C/c3ccccc3)cnc2O[C@@H]1CN(C)S(=O)(=O)c1ccccc1	89	-0.3
35	CCCN1[C@H](C(=O)OC)[C@@H](CO)[C@@H]2Cn3c(ccc(-c4cccc(C(=O)N(C)C)c4)c3=O)[C@@H]21	/	4.2
36	CO[C@@H](CN(C)S(=O)(=O)c1ccc(Cl)cc1)[C@H](C)CN(Cc1ccccc1Cl)[C@H](C)CO	82	1.9
37	C[C@H]1CN([C@@H](C)CO)C(=O)c2ccccc2-c2ccccc2CO[C@H]1CN(C)Cc1cccc2c1OCCCO2	60	-1.6
38	Cc1ccc(S(=O)(=O)N(C)C[C@H]2OCCCC[C@@H](C)Oc3ccc(N(C)C)cc3C(=O)N([C@H](C)CO)C[C@@H]2C)cc1	30	/
39	CCNC(=O)C[C@H]1CC[C@H]2[C@H](COc3ccc(NS(C)(=O)=O)cc3C(=O)N2C)O1	15	-0.5
40	C[C@@H]1CCCCO[C@H](CN(C)C(=O)Nc2ccc(F)cc2)[C@H](C)CN([C@@H](C)CO)C(=O)c2cc(NC(=O)Cc3ccccc3)ccc2O1	103*	-2.3

entry	C diff growth	Pf Dd2 growth
31	-5	-16
32	2	-10
33	16	9
34	0	-37
35	2	-7
36	/	-41
37	-2	-14
38	-4	-36
39	-1	19
40	-1	-82*

Structures listed so far that contain a thiophene ring, fused or not:
entry	canonical_smiles	Tcruzi prolif	GASC1 inh
7	COc1ccc2c3c(n(C)c2c1)[C@H](CO)N(C)CC31CCN(S(=O)(=O)c2cccs2)CC1	/	-0.3
10	CNC[C@H]1Oc2ccc(NS(=O)(=O)c3cccs3)cc2CC(=O)N([C@H](C)CO)C[C@@H]1C	12	-0.7

entry	C diff growth	Pf Dd2 growth
7	0	-47
10	1	8

Next part.
entry	canonical_smiles	Tcruzi prolif	GASC1 inh
41	O=C(N[C@@H]1CC[C@@H](CCn2cc(-c3ccccc3)nn2)O[C@@H]1CO)c1cnccn1	45	-3.4
42	C[C@H](CO)N1C[C@H](C)[C@@H](CN(C)Cc2ccc(C(=O)O)cc2)Oc2c(NC(=O)C3CC3)cccc2C1=O	0	-2.6
43	COc1cccc(-c2ccc([C@@H]3[C@@H](CO)N4CCCCN(S(=O)(=O)c5cccs5)C[C@@H]34)cc2)c1	97*	-1.6
44	Cc1ccccc1-c1ccc2c(c1)O[C@H](CN(C)C)[C@H](C)CN([C@H](C)CO)S2(=O)=O	-18	16
45	COc1ccc(NC(=O)N(C)C[C@@H]2Oc3cc(C#CCN(C)C)ccc3S(=O)(=O)N([C@@H](C)CO)C[C@H]2C)cc1	44	3.0
46	COc1ccc(S(=O)(=O)N(C)C[C@H]2OCCCC[C@@H](C)Oc3ccc(NC(=O)NC4CCCCC4)cc3C(=O)N([C@H](C)CO)C[C@@H]2C)cc1	33	-0.6
47	COc1ccc(-c2cnc3c(c2)C(=O)N([C@H](C)CO)C[C@@H](C)[C@H](CN(C)Cc2ccccn2)O3)cc1	-10	-0.1
48	Cc1ccc(S(=O)(=O)N2C[C@@H](O)COC[C@@H]3O[C@H](CC(=O)N[C@H]4CCN(Cc5ccccc5)C4)CC[C@H]32)cc1	-14	-0.5
49	C[C@H](CO)N1C[C@H](C)[C@H](CN(C)C(=O)Nc2cccc3ccccc23)Oc2ccc(NC(=O)C3CCCCC3)cc2C1=O	11	4.3
50	COCC(=O)Nc1ccc2c(c1)C(=O)N(C)[C@H]1CC[C@H](CC(=O)NCc3ccc(OC)cc3)O[C@@H]1CO2	23	-1.3

entry	C diff growth	Pf Dd2 growth
41	-6	-4
42	1	5
43	8	35
44	-7	/
45	-6	-6
46	1	-37
47	1	1
48	/	-21
49	-6	-13
50	3	-13

Remaining list, next part
entry	canonical_smiles	Tcruzi prolif	GASC1 inh
51	Cc1noc(C)c1NC(=O)N(C)C[C@H]1Oc2ccc(N(C)C)cc2C(=O)N([C@H](C)CO)C[C@H]1C	-4	7.8
52	C[C@H](CO)N1C[C@H](C)[C@@H](CN(C)C(=O)NC2CCCCC2)OCCCC[C@H](C)Oc2ccc(NS(=O)(=O)c3cn(C)cn3)cc2C1=O	67	12
53	COc1cccc(CN(C)C[C@H]2OCc3ccccc3-c3ccccc3C(=O)N([C@@H](C)CO)C[C@H]2C)c1	?	-0.9
54	CCCC#Cc1ccc([C@H]2[C@H](CO)N3CCCCN(S(=O)(=O)c4ccccc4C)C[C@@H]23)cc1	96*	-1.2
55	COc1ccc(S(=O)(=O)N(C)C[C@H]2Oc3ccc(NC(=O)Nc4c(C)noc4C)cc3CC(=O)N([C@H](C)CO)C[C@@H]2C)cc1	-10	-1.5
56	C[C@@H]1CN([C@@H](C)CO)C(=O)c2c(c3ccccc3n2C)-c2ccccc2CO[C@H]1CN(C)S(=O)(=O)c1ccccc1F	70	-2.2
57	CCCNC(=O)C[C@@H]1C[C@H]2c3cc(NS(=O)(=O)c4ccc(OC)cc4)ccc3O[C@H]2[C@H](CO)O1	-8	0.8
58	O=S(=O)(c1ccc(F)cc1)N1CCCCN2[C@H](C1)[C@H](c1ccc(C#CC3CCCC3)cc1)[C@@H]2CO	116*	/

entry	C diff growth	Pf Dd2 growth
51	0	5
52	1	35
53	6	-48
54	42	-21
55	-2	14
56	20	-74
57	1	3
58	1	6

Source: PubChem
